RXFP1 ag – agonists of human relaxin receptor RXFP1; 370,000 tested, 0.3% active; Potency, µM (titrated, usually from 57.5 µM), for inactives: at the top dose activation, usual class: activators; AID 2676; HEK293T-RXFP1 cAMP TR-FRET, 30 min; response scale: percent of porcine relaxin response, buffer zero; further: potency means the concentration at half of the fitted maximal effect; on the % scale 0 is the no-effect control and ±100 the full control effect; nearly all actives have a fitted effect of over 60% in size; many of its hits are not listed in these tables
Target sequence (Q9HBX9 whole entry, looked up): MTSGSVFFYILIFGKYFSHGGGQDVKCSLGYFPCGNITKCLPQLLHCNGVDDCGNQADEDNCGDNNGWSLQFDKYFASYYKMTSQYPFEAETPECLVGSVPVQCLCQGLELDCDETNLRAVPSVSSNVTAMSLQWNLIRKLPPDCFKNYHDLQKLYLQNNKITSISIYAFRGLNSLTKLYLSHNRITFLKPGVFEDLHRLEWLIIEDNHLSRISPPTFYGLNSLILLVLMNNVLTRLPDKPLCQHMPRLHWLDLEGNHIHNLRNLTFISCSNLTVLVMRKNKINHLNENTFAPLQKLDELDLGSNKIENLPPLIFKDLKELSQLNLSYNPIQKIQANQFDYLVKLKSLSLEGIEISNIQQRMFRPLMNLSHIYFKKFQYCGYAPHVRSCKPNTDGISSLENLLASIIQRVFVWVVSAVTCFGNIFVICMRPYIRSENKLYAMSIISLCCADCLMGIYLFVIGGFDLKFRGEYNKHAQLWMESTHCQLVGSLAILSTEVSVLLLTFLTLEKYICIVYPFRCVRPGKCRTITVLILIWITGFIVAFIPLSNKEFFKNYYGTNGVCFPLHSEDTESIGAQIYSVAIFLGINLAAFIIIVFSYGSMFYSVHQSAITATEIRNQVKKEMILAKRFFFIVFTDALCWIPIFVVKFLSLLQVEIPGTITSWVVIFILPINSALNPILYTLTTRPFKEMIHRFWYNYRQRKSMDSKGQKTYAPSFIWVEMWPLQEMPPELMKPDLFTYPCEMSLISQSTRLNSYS
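Agonist response is measured as cAMP accumulation in an RXFP1-transfected HEK293T line under PDE4 inhibition. Values are scaled between buffer-only and 29 nM porcine relaxin, and EC50s come from standard Hill equation fits.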
Vif-A3F inh – Vif-A3F binding inhibition | 390,000 tested, 0.2% active | HeLa A3F-eYFP + Vif (tagged APOBEC3F with the HIV-1 protein that degrades it), YFP fluorescence increase | Potency, µM (top dose mostly 46.1 µM), without a hit: top-dose activity, negative = active | AID 602313; further: potency means the concentration at half of the fitted maximal effect; % of control where 0% means no effect; nearly all actives have a fitted effect of over 65% in size
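HeLa cells stably expressing Vif plus C-terminally eYFP-tagged A3F were seeded, incubated overnight at 37 deg C, dosed with compound, incubated overnight again at 37 deg C. Yellow fluorescence (Ex 488/Em 500-530) reported blocked Vif-mediated A3F-eYFP degradation.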
USP1-UAF1 inh – USP1/UAF1 (human) deubiquitinase inhibition; 390,000 tested, 0.23% active; recombinant USP1/UAF1, Ub-Rhodamine cleavage fluorescence; O94782; Potency, µM (doses to about 57.1 µM), for inactives: top-dose activity change, negative = inhibition, actives largely listed as inhibitors; AID 743255; further: potency means the concentration at half of the fitted maximal effect; on the % scale 0 is the no-effect control and ±100 the full control effect; nearly all actives have a fitted effect of over 60% in size; inactives centre near -12
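Step one: compound is pinned into 1nM USP1/UAF1 in HEPES pH 7.8 buffer with TCEP. Step two: 15 min room-temperature incubation. Step three: Ub-Rho (150nM final) starts cleavage, tracked by fluorescence over six one-minute reads.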
Vif-APOBEC3G blk – Vif-A3G binding inhibition; 410,000 tested, 0.076% active; HeLa A3G-eYFP + Vif (tagged APOBEC3G with the HIV-1 protein that degrades it), YFP fluorescence, overnight; Q9HC16; Potency, µM (highest dose often 46.1 µM), for inactives: at the top dose activity, negative = active, most hits filed as inhibitors; AID 602310;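 further: potency means the concentration at half of the fitted maximal effect; on the % scale 0 is the no-effect control and ±100 the full control effect; nearly all actives have a fitted effect of over 60% in size; hits raise eYFP signal because A3G escapes Vif-driven loss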
Target sequence (Q9HC16 whole entry, looked up): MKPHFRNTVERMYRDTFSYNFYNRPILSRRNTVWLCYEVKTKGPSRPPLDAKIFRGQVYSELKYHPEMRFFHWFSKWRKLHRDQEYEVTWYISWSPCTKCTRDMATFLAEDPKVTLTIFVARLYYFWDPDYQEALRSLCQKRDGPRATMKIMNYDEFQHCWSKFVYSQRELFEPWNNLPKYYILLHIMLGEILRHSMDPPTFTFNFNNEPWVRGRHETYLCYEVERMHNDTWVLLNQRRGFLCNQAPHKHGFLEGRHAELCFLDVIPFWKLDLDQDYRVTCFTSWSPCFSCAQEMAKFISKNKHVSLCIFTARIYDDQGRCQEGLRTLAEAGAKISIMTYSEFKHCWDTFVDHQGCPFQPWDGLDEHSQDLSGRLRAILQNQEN
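Read-out is eYFP fluorescence (Ex 488/Em 500-530) from Vif-expressing HeLa A3G-eYFP cells; more signal means A3G escaped Vif-mediated degradation. Cells plated overnight, compound pinned in, incubated overnight at 37 deg C.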
mIDH1 inhibitor – blocks human mutant IDH1 R132H enzyme; O75874; 390,000 tested, 0.093% active; Potency, µM (top dose mostly 76.6 µM), without a hit: at the highest dose activity change, negative = inhibition, most hits filed as inhibitors; IDH1-R132H enzyme, NADPH consumption, diaphorase/resazurin fluorescence; further: potency means the concentration at half of the fitted maximal effect; on the % scale 0 is the no-effect control and ±100 the full control effect; nearly all actives have a fitted effect of over 65% in size
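IDH1-R132H (0.5 ug/mL dispensed) in pH 7.5 Tris buffer was preincubated 30 min with compound, then given a substrate mix of 0.016 mM NADPH and 2 mM alpha-KG for 80 min at room temperature; remaining NADPH was read by diaphorase/resazurin fluorescence.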
LDHA inh – blocks human lactate dehydrogenase A; P00338; purified LDHA, NADH/diaphorase-resazurin fluorescence; hits give low values; activity change, % (values are at about 110 or 230 µM); 480,000 tested, 0.15% active; AID 1347041; in the data active means activity change below about -30%; inconclusive means mostly about -25% to -30%;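 further: plate controls were DMSO wells for no effect and wells without enzyme for full effect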
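LDH5 2 nM; NADH 0.06 mM, pyruvate 0.2 mM; 200 mM Tris pH 7.4, EDTA, Tween-20; 5 min RT. Detection: diaphorase 0.133 mg/mL + resazurin 37 µM, fluorescence ex540/em590 at 0 and 20 min; normalized to enzyme-free and DMSO wells.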
Glioma ERSR ind – induces the endoplasmic reticulum stress response in human glioma cells; Potency, µM, for the others: top-dose activation, most hits filed as activators; U87-MG GRP78 promoter luciferase reporter, 16 h; 420,000 tested, 0.02% active; AID 602332; further: potency means the concentration at half of the fitted maximal effect; series mostly up to about 76 µM; % of control where 0% means no effect; nearly all actives have a fitted effect of over 35% in size
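Stably transfected U87-MG human glioma cells carrying a GRP78-based luminescent sensor were seeded at 1000 cells/well, pin-dosed with compounds and incubated 16 h. Luciferase reagent was then added, and end-point luminescence was read after 10 min at room temperature.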
TrxR1 substrate – is turned over as a substrate by rat TrxR1. purified TrxR1 substrate turnover, NADPH consumption readout. Potency, µM (highest dose often 114 µM), for inactives: top-dose activity change, negative = substrate turnover. 390,000 tested, 0.01% active. AID 588456; further: potency means the concentration at half of the fitted maximal effect; on the % scale 0 is the no-effect control and ±100 the full control effect; nearly all actives have a fitted effect of over 50% in size
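Rat TrxR1, dispensed at 90 nM, was prereduced with 400 uM NADPH (final) for 5 min at ~22 deg C, then incubated with compound 15 min before 400 uM selenite. A first-read NADPH fluorescence drop versus no-compound background flagged substrates.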
PI4K2A inh – blocks human PI4K2A kinase activity | 420,000 tested, 0.13% active | purified PI4K2A, ADP-Glo luminescence, 1 h; hits give low values | activity change, negative = inhibition, % at 76.9 µM; in the data active means activity change below about -50%; inconclusive means mostly about -30% to -49%;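 further: -100% = wells without enzyme as full effect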
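In this quantitative HTS, ADP production by PI4K2A was quantified luminescently after 1 h at ambient temperature; 100 microM adenosine served as plate-quality control.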
Active calls of the source: *; ? = inconclusive; / = no result given; & = joins results of further samples; [ ] = another dose, or the depositor's remark. Unless noted, the call rests on the fitted dose curve; in most records, active means well fitted curve in the direction sought with a large enough effect; inconclusive means small, poorly fitted or top-dose-only effect, or another doubt; inactive means no such curve, though single readings can be large; an effect the other way counts as inactive or inconclusive. A portion of the library (hit frequency here may not be typical).

SMILES	RXFP1 ag	Vif-A3F inh	USP1-UAF1 inh	Vif-APOBEC3G blk	mIDH1 inhibitor	LDHA inh	Glioma ERSR ind	TrxR1 substrate	PI4K2A inh
COc1ccc(NC(=O)CCCSc2ccccc2)cc1S(N)(=O)=O	-4.5%	6%	-16%	-2%	5%	-5	0%	7%[0.457 µM]	5
Clc1ccc(-c2ccc(CN3CCCCC3)o2)cc1	1.4%	-3%	-14%	4%	0%	-16	5%	-5%	0
Cc1ccccc1-c1noc(-c2ccccc2F)n1	0.2%	-2%	-6%	5%	8%	-1	8%	6%	-6
N#CC(c1ccccc1)c1ccc(=O)[nH]n1 (configuration not stated)	-2.2%	6%	-11%	1%	-1%	-18	-4%	-10%	-5
O=C1c2oc3ccccc3c(=O)c2C(c2cccc(F)c2)N1CCCO (configuration not stated)	1.2%	2%	5%	-2%	10%	-5	-6%	3%[57.1 µM]	15
Cc1cccc(-c2cc(-c3ccccc3)nc(SCC(=O)Nc3ccccc3)c2C#N)c1	12%	2%	-13%	-6%	-11%	-3	-3%	6%	0
CNC(=O)COC(=O)c1cc(F)c(F)cc1Cl	-1.7%	/	-7%	-9%	2%	-1	-1%	3%	-7
CCOC(=O)CC(=O)CSc1nc2c(c(C)c1C#N)CCC2	3.6%	-9%	0%	-2%	4%	1	?	8%	-7
Oc1ccc(-c2nnc(-c3ccc(O)cc3)nn2)cc1	0.6%	-2%	-26%	-6%	6%	-2	-2%	8%[57.1 µM]	-7
CSc1ccc(CNC(=O)C2Cc3cc(S(=O)(=O)N4CCCC4)ccc3N2C(C)=O)cc1 (configuration not stated)	-0.3%	-1%	-15%	0%	0%	-2	1%	2%	6
Cc1ccccc1C(=O)Nc1ccccc1	-1.2%	-1%	-21%	-1%	3%	-6	-6%	-2%	1
CCOC(=O)C1CCCCN1S(=O)(=O)c1cc2c(cc1C)NC(=O)CO2 (configuration not stated)	-0.2%	-9%	-6%	1%	-9%	-8	-5%	1%	0
CCSc1nnc(-c2sc3nnc(-c4ccccc4)c(-c4ccccc4)c3c2N)o1	17%	13µM*	18µM*	3.2µM*	4%	7	-2%	-10%	-11
CCCn1c(C)cc(C(=O)CN2C(=O)c3ccccc3C2=O)c1C	/	0%	-28%	-1%	-1%	0	-9%	2%	0
C=CCNc1nc(NCc2ccccc2)c(C#N)c2c1CN(C)CC2	4.0%	1%	-23%	-18%	8%	13	-3%	11%	2
Cc1ccc(CSc2ncc(Cl)c(C(=O)NCc3ccccc3)n2)cc1	?	-2%	-9%	13%	10%	2	-5%	-1%	-3
CCCCOC(=O)c1ccc(OC(=O)c2sc3ncn(Cc4cccc(F)c4)c(=O)c3c2C)cc1	8.7%	3%	-14%	-2%	26%	-6	-2%	2%[57.1 µM]	1
CCCCN(C)c1c(C)nc2ccc(C(=O)NCCCn3ccnc3)cn12	/	/	/	1%	/	0	-3%	/	-3
O=C(Nc1cccc2oc(=O)ccc12)c1ccc([N+](=O)[O-])cc1[N+](=O)[O-]	3.7%	-3%	-5%	-12%	-15%	-19	-3%	-9%	-1
CC1CCN(CCC(=O)Nc2ccc(F)c(F)c2)CC1	-0.2%	-18%	-19%	2%	-3%	-4	-2%	2%	-1
S=C(Nc1ccccc1)Nc1ccc2ccccc2c1	/	-3%	-1%	-9%	14%	7	3%	15%[57.1 µM]	-12
CCOC(=O)c1cc(-c2ccccc2)n(CCCC(=O)Nc2cccc(Cl)c2C)c1C	1.9%	4%	-14%	7%	5%	0	-7%	1%[57.1 µM]	0
CN(C(=O)COC(=O)c1cc(=O)[nH]c2ccccc12)c1ccccc1	/	-12%	-1%	1%	0%	-2	20%	11%	-7
COc1cccc(CCNC(=O)c2ccc(Cn3c(SCc4ccccc4)nc4cccnc43)cc2)c1	8.9%	11%	-10%	2%	-6%	-4	-2%	14%	1
CCn1c(C)cc(/C=C2/NC(=O)N(c3ccccc3)C2=O)c1C	-0.2%	-3%	-8%	-10%	-5%	-1	-2%	-3%	-12
Continued.
SMILES	RXFP1 ag	Vif-A3F inh	USP1-UAF1 inh	Vif-APOBEC3G blk	mIDH1 inhibitor	LDHA inh	Glioma ERSR ind	TrxR1 substrate	PI4K2A inh
CCC(C)c1ccccc1NC(=O)COC(=O)CCc1cc(OC)c(OC)c(OC)c1 (configuration not stated)	0.1%	-2%	-19%	-2%	1%	-1	3%	0%	-5
Cc1ccc(C)c(Cn2nc3c4ccccc4n(Cc4ccccc4)cc-3c2=O)c1	-0.3%	?	-18%	-10%	3%	-2	-3%	-4%	1
CCCCn1c(=N)n(CC(=O)c2ccc(Br)s2)c2ccccc21	16%	3%	-23%	?	7%	-9	-9%	11%	-9
CCCOP(=O)(c1ccc(N(C)C)cc1)C(O)c1ccc(Cl)cc1 (configuration not stated)	2.2%	-12%	0%	1%	3%	-4	-2%	5%[57.1 µM]	0
CCCc1[nH]nc2c1C(c1ccccc1OCC)C(C#N)=C(N)O2 (configuration not stated)	-0.6%	-8%	-8%	-26%	6%	6	-3%	-5%	-2
COc1ccc(CCNCC(O)Cn2c3ccccc3c3ccccc32)cc1OC (configuration not stated)	2.1%	0%	-19%	-14%	11%	3	-15%	0%	-1
O=C(CSc1nnc(-c2ccncc2)o1)Nc1cc(F)ccc1F	1.4%	0%	-1%	-1%	1%	-5	-1%	-3%	0
CNc1cncc(-c2cccc(O)c2)n1	/	/	/	1%	/	0	1%	/	0
CC(=O)N1CCN(C(=O)c2c(-c3ccccc3)noc2C)CC1	0.4%	-9%	-24%	-5%	8%	-1	-1%	3%	-4
CCN1C(=O)[C@H]2[C@@H](c3ccc(OC)cc3)N[C@]3(CCCN(Cc4ccc(C)cc4)C3=O)[C@H]2C1=O	/	-7%	?	1%	11%	-13	0%	/	-1
COc1ccc(/C=C/C(=O)Nc2nc(C)c(C(=O)N(C)C)s2)cc1	5.2%	15%	-11%	0%	0%	-6	-3%	3%[11.4 µM]	-3
Cc1nc(S(=O)(=O)c2ccc(Cl)cc2)c(NCc2ccccc2)o1	-2.4%	6%	-13%	-4%	2%	-5	-3%	-1%	3
COc1ccc(-c2nnc(SC(C)C(=O)NCc3ccc4c(c3)OCO4)n2Cc2ccco2)cc1 (configuration not stated)	-0.1%	3%	-18%	-7%	1%	-7	-1%	-1%	-2
COc1ccc(NC(=O)c2ccc(NCCN3C(=O)CCC3=O)c([N+](=O)[O-])c2)cc1	1.0%	7%	10%	-2%	1%	-5	0%	-11%[57.1 µM]	-4
O=C(C[C@H]1C/C=C/CC[C@@H](Cc2ccc(F)cc2)C(=O)OC[C@H](c2ccccc2)NC1=O)NCCO	/	-4%	16%	4%	-6%	-3	-5%	14%[57.1 µM]	-3
CC1CN(C(=O)c2ccc(N3CCCCC3)c([N+](=O)[O-])c2)CC(C)O1 (configuration not stated)	0.9%	0%	-13%	-7%	7%	1	-5%	-3%	-3
COc1ccc2ccccc2c1CNc1nnnn1C	3.0%	8%	-5%	0%	11%	-7	2%	3%[57.1 µM]	1
CCOC(=O)N1CCN(C(=O)Cn2ncc3c2-c2ccccc2OC3)CC1	0.4%	-15%	-7%	-7%	3%	1	-4%	5%[57.1 µM]	-7
Cc1nnc(SCC(=O)N2CCC(C(=O)Nc3nccs3)CC2)n1Cc1ccccc1	0.3%	0%	-12%	2%	9%	-3	-2%	2%[57.1 µM]	1
Cc1cc(C)n(Cc2ccc(C(=O)NCCC3=CCCCC3)o2)n1	-1.9%	-6%	-3%	-1%	5%	-4	5%	14%[57.1 µM]	8
CN(Cc1cccc(Cl)c1Cl)C(=O)c1ccccc1SCC(=O)N1CCCC1	/	4%	-18%	5%	10%	-2	-3%	-2%[57.1 µM]	-2
CN1CCCN(C(=O)CNC(=O)c2ccccc2Br)CC1	/	-7%	-21%	-6%	9%	0	-2%	4%	-2
Cn1cc(CC(=O)NC2CCCCC2)c2ccccc21	0.9%	1%	-19%	-1%	0%	1	6%	6%	0
CCOc1ccccc1C(=O)Nc1cccc2cccnc12	0.0%	11%	-1%	2%	0%	-11	6%	-10%	0
c1ccc2c(c1)nc1n2C2(N3CCOCC3)CCCC2C1N1CCOCC1 (configuration not stated)	1.4%	-11%	-12%	1%	1%	-3	-3%	4%	-2
Later entries
SMILES	RXFP1 ag	Vif-A3F inh	USP1-UAF1 inh	Vif-APOBEC3G blk	mIDH1 inhibitor	LDHA inh	Glioma ERSR ind	TrxR1 substrate	PI4K2A inh
O=C(NCC1COc2ccccc2O1)C1CCN(S(=O)(=O)c2cccc3nsnc23)CC1 (configuration not stated)	0.0%	8%	-19%	6%	0%	-2	-4%	-10%	3
Cc1ccccc1Cn1cnc2c(NS(C)(=O)=O)c(C)c(C)cc21	-0.1%	0%	-9%	-1%	3%	-4	-3%	-4%	3
CCc1cc2c(-c3ccccc3)cc(=O)oc2cc1OC(C)C(C)=O (configuration not stated)	2.5%	2%	?	-3%	3%	0	0%	3%[57.1 µM]	0
CC(C)NCC(O)c1ccc(NS(C)(=O)=O)cc1 (configuration not stated)	-0.5%	-5%	-24%	0%	14%	1	-4%&-4%&4%&-3%	9%[57.1 µM]	2&0
c1ccc(-c2nnc(CN3CCCCC3)o2)cc1	7.2%	-3%	-25%	-3%	6%	-2	-2%	-5%[57.1 µM]	0
O=C(c1ccc2ccccc2c1)N1CCCC1	1.8%	-9%	2%	-2%	23%	-11	1%	9%[57.1 µM]	1
